# Bioassay records: PubChem, National Center for Advancing Translational Sciences (NCATS)
# GLP1R inv ag – inverse agonists of human GLP-1 receptor; P43220; HEK293 GLP-1R CRE-luciferase, luminescence, 24 h; GLP-1R form is constitutively active; Potency, µM (doses to about 38.3 µM), for inactives: top-dose activity change, negative = inhibition, most hits filed as inhibitors; 410,000 compounds, 1.6% hits; AID 624417; note: potency is the fitted concentration of half-maximal effect; % is set by controls: 0 for no effect and ±100 for the full control effect; nearly all actives have a fitted effect of over 55% in size
# Target sequence (P43220 whole entry, looked up): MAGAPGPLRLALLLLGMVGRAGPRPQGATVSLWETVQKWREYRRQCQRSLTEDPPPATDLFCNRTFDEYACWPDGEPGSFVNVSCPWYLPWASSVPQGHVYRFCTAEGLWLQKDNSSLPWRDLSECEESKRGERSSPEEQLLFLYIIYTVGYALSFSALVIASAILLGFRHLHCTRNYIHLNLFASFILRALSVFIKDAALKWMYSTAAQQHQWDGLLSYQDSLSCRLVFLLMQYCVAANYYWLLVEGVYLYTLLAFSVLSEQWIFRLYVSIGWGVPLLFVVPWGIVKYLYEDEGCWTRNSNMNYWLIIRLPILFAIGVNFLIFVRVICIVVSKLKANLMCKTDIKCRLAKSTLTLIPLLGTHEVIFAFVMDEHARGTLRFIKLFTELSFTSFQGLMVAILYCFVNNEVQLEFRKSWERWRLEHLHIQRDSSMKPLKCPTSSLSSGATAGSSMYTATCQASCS
#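 Luminescence readout: a drop in cAMP-driven luciferase signal flags inverse agonism at a constitutively active GLP-1R stably expressed in HEK293. Compound exposure lasted 24 hr at 37 deg C, 5% CO2.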
# PTHR1 agonist – activates the human parathyroid hormone receptor PTHR1; 410,000 compounds, 0.075% hits; HEK293 GP2 PTHR1 cells, GloSensor cAMP luminescence, 1 h; AID 743266; Potency, µM (titrated, usually from 115 µM), without a hit: at the highest dose activation, hits mostly activators; Q03431; note: potency is the fitted concentration of half-maximal effect; nearly all actives have a fitted effect of over 55% in size; some results filed as inactive show a strong effect at the top dose; inactives centre near -15; many of its hits are not listed in these tables
# Target sequence (Q03431 whole entry, looked up): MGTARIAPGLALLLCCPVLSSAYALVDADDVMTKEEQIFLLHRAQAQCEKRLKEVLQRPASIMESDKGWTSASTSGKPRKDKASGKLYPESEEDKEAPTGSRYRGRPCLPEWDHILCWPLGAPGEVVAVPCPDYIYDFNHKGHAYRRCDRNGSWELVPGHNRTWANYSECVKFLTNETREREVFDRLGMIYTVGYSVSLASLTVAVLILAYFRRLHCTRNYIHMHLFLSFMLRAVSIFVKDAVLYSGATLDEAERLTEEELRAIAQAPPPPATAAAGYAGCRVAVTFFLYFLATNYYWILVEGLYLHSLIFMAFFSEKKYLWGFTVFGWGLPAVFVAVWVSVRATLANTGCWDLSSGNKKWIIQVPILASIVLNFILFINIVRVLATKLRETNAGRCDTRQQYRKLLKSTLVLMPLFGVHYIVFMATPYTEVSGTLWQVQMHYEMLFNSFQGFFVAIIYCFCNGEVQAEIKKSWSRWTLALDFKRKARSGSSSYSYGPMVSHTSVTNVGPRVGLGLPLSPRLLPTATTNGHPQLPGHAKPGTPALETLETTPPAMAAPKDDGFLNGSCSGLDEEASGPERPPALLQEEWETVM
#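 HEK-293-derived GP2 cells expressing PTHR1 and a GloSensor cAMP reporter, 3,000/well, plated overnight, given luciferin plus IBMX (each 0.5 mM as added) for 1 h at 37 °C, then compound for 1 h at 37 °C. Luminescence was read after 15 min at room temperature.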
# Akt phos inh – inhibitors of Akt phosphorylation; activity change, % for hits at 50 µM; 360,000 compounds, 0.32% hits; Neuro2A IGF-stimulated pAkt S473 HTRF, 20 min; hits give low values; AID 651550; in the data active = activity change below about -80%; inconclusive = mostly about -51% to -80%; note: % is set by controls: 0 for no effect and ±100 for the full control effect
#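 Neuro2A cells (4,500/well, DMEM with 0.5% FBS) were treated with compound at a single 50 µM final concentration, stimulated with 6 nM IGF for 20 min at 37 °C, and lysed. Phospho-Akt Ser473 was read by HTRF as 665/615 ratio ×10^4.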
# Mm-Cpn inhibitor – blocks the Methanococcus maripaludis chaperonin Mm-Cpn. purified Mm-Cpn ATPase, ADP Transcreener TR-FRET. Potency, µM (titrated, usually from 76.9 µM), for the others: at the highest dose activity, negative = inhibition, actives largely listed as inhibitors. 330,000 compounds, 0.031% hits. AID 504842; note: potency is the fitted concentration of half-maximal effect; % is set by controls: 0 for no effect and ±100 for the full control effect; nearly all actives have a fitted effect of over 80% in size
#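 Eu-cryptate anti-ADP/ADP-d2 competition gives a ratio inversely related to ADP. Enzyme at 25 nM was pre-exposed to compound for 10 min, then given 10 uM ATP for 30 min, 37°C throughout.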
# TDP43 rescue – rescues yeast growth from TDP-43 toxicity. TDP-43 expressing yeast growth rescue, BacTiter-Glo, 24 h. Potency, µM (doses to about 46.1 µM), inactives show at the highest dose growth rescue (activation), usual class: activators. 410,000 compounds, 1.8% hits. AID 652104; note: potency is the fitted concentration of half-maximal effect; % of control where 0% means no effect; nearly all actives have a fitted effect of over 50% in size
#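 Yeast expressing TDP-43 (pregrown in raffinose, seeded at OD600=0.02 in galactose medium) exposed to compounds 24 hr at 30 deg C. Growth read by BacTiter-Glo luminescence; rescue of toxicity appears as increased signal.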
# aSyn rescue – rescues yeast growth from alpha-synuclein toxicity; Yeast expressing alpha-synuclein, growth rescue, BacTiter-Glo, 24 h; Potency, µM (doses to about 46.1 µM), for inactives: at the top dose growth rescue (activation), actives largely listed as activators; 370,000 compounds, 0.14% hits; AID 652106; note: potency is the fitted concentration of half-maximal effect; % of control where 0% means no effect; nearly all actives have a fitted effect of over 65% in size
#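 Galactose-induced alpha-syn yeast (OD600=0.02, raffinose-pregrown) + pinned cpd, 24 hr, 30 deg C; growth by BacTiter-Glo luminescence. Growth restoration scores as activation.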
# GLP1R cytotox – cytotoxic in the GLP-1 receptor inverse agonist counter-screen | HEK293 cAMP-luciferase reporter cells, luminescence, 24 h | 410,000 compounds, 0.13% hits | Potency, µM (doses to about 38.3 µM), for the others: at the top dose activity change, negative = inhibition, most hits filed as inhibitors;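 note: loss of luciferase light is scored as toxicity; potency is the fitted concentration of half-maximal effect; % is set by controls: 0 for no effect and ±100 for the full control effect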
#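 MLSMR compounds, 24 hr on cells at 37 deg C/5% CO2; luminescence after luciferase reagent (12 min RT). Inhibition counted as the undesired cytotoxic outcome.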
# FUS yeast rescue – suppressors of FUS proteinopathy in yeast. S. cerevisiae FUS-expressing, growth rescue, OD600, 24 h. Potency, µM (top dose mostly 76.6 µM), without a hit: top-dose growth rescue (activation), most hits filed as activators. 390,000 compounds, 0.24% hits;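 note: potency is the fitted concentration of half-maximal effect; plate controls were DMSO vehicle for no effect and reference control for full effect; nearly all actives have a fitted effect of over 55% in size; some results filed as inactive show a strong effect at the top dose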
#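 Restored growth of FUS-toxic S. cerevisiae, read as 600 nm absorbance after 24 h at 30C in galactose medium (starting OD 0.005). Controls CP55940 and DMSO.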
# Abeta yeast res – restores growth of yeast expressing A-beta42 peptide. AID 1347071. 410,000 compounds, 0.063% hits. Potency, µM (titrated, usually from 46.1 µM), for inactives: at the highest dose growth rescue, usual class: activators. yeast expressing A-beta42, growth rescue, OD600, 48 h; response scale: 0% DMSO, 100% iron-clioquinol control; note: potency is the fitted concentration of half-maximal effect; nearly all actives have a fitted effect of over 55% in size
#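 Yeast growth medium received pinned compounds, then yeast cells expressing toxic A-beta were added; plates incubated at 30 C for 48 hr. Growth read as absorbance at 600 nm, normalized to DMSO and equimolar FeCl3 plus clioquinol controls.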
# Starred values were filed as active, the others as inactive; i = inactive; ? = inconclusive; . = no result given; & = joins results of further samples; [ ] = another dose, or the depositor's remark. Unless noted, calls come from the whole dose curve; as a rule, active = well fitted curve in the direction sought with a large enough effect; inconclusive = small, poorly fitted or top-dose-only effect, or another doubt; inactive = no such curve, though single readings can be large; an effect the other way counts as inactive or inconclusive. The list is partial; rates above refer to the full screens.
SMILES,GLP1R inv ag,PTHR1 agonist,Akt phos inh,Mm-Cpn inhibitor,TDP43 rescue,aSyn rescue,GLP1R cytotox,FUS yeast rescue,Abeta yeast res
Cc1ccc(C(C(=O)NCC2CCCO2)N(Cc2ccccc2F)C(=O)Cn2nnc(-c3cccs3)n2)cc1 (stereo not drawn),?,i,i,3%,5%,-10%,-10%,11%,4%
Cc1ccc(OCc2ccc(C(=O)NCC3CCCO3)cc2)cc1 (stereo not drawn),-24%,-94%[inhibitor],i,-2%,14%,6%,4%,-33%,1%
Nc1nnc(SCc2cccc(C(F)(F)F)c2)s1,4%,i,.,1%,6%,1%,-14%,7%,6%
CCOC(=O)[C@]12CCC=C1N(Cc1ccco1)C(=O)[C@H](CC(=O)NCCCCc1ccccc1)C2,?,-16%,i,.,21%,7%,3%,41%,-7%
OCc1cccc(-c2csc(C(O)(c3ccccc3)C(F)(F)F)n2)c1 (stereo not drawn),?,i,i,.,10%,11%,-1%,-23%,?
CCN1CCn2c3c(c4cc(Cl)ccc42)CCCC31 (stereo not drawn),?,-25%,i,0%,4%,4%,16%,-6%,-4%
O=c1c2c(nc3nc(CCc4ccccc4)[nH]n13)CCC2,-1%,i,i,3%,-25%,-9%,-14%,-10%,-8%[9.22 µM]
O=C(COC(=O)c1cccc(Br)c1)NC1CCCCCCC1,6%,-9%,i,.,?,15%,8%,30%,2%
O=C(N/N=C/c1ccc(N2CCOCC2)s1)c1ccccc1Cl,-4%,i,i,-2%,22%,-3%,-8%,32%,-19%
COc1ccc(OC)c(NC(=O)c2oc3c(c2C)-c2nn(Cc4ccc(Cl)cc4)cc2CC3)c1,-8%,i,.,.,7%,.,3%,22%,6%
Cc1ccc(OCc2nnc(SCC(=O)Nc3nccs3)n2-c2ccccc2)cc1C,6%,-2%,i,-1%,5%,-3%,1%,-13%,4%
O=C(O)/C=C/C(=O)Nc1ccccc1-c1ccccc1NC(=O)/C=C/C(=O)O,4%,-2%,i,1%,-4%,-9%,-4%,36%,-9%
O=C(NCc1ccc2c(c1)OCO2)c1cc(Cl)ccc1Cl,5%,i,i,-3%,12%,3%,1%,3%,-12%
CCn1c(SC(C)C)nnc1C1CCN(S(=O)(=O)c2ccc(OC)cc2)CC1,-5%,-28%[57.5 µM],i,1%,16%,-1%,-16%,-6%,13%
COC(=O)c1cc2n(n1)CCN(Cc1ccccc1Cl)C2=O,-2%,i,i,1%,22%,0%,-1%,.,0%
CC(=O)Nc1ccc(Nc2nnc(-c3ccc(C)c(S(N)(=O)=O)c3)c3ccccc23)cc1,-1%&7%,i,i,1%,-24%&6%,-11%,8%&-1%,25%&-1%,-20%&-16%
O=C1OC(c2ccccc2)=C/C1=C/c1cccs1,1%,i,i,-2%,-3%,-13%,5%,-4%,14%
Cc1ccc([N+](=O)[O-])cc1NC(=O)CCSc1ccc(Cl)cc1,?,i,.,0%,9%,14%,-19%,-27%,?
COc1ccc(NC2(c3ccc(Cl)cc3)C(=O)c3ccccc3C2=O)cc1,-23%,-19%[57.5 µM],i,0%,-17%,5%,11%,11%,28%
Cn1nc(-c2ccccc2)cc1NC(=O)C1CCCCC1,?,i,i,0%,25%,9%,-10%,0%,17%
CCOC(=O)c1c(-c2cc(OC)c(OC)c(OC)c2)csc1N,-2%,-25%,i,.,19%,8%,3%,22%,-3%
CCN(C(=O)c1cnc(NC(C)C)cc1C(F)(F)F)c1ccc(Cl)cc1Cl,?,-27%,i,-8%,-2%,10%,-5%,30%,-4%
CC(=O)NCCNC(=O)CCCc1nnc2n(C)c(=O)c3sccc3n12,3%,i,.,.,19%,.,-8%,3%,-7%
CCN(CC)c1nc(N2CCOCC2)c(C#N)c2c1CN(C)CC2,14%,-17%[57.5 µM],i,0%,2%,-3%,77%[activator],-12%,-1%
COc1ccc(/C=N/NC(=O)OC(C)(C)C)cc1OC,16%,-5%,i,1%,-11%,0%,10%,12%,-18%
Cc1[nH]n(C(N)=S)c(=O)c1N=Nc1ccccc1C(F)(F)F,-20%,-39%[inhibitor],i,1%,?,-20%,-16%,-8%,-14%
Cc1ccc(C)c(S(=O)(=O)Nc2ccc(S(=O)(=O)Nc3onc(C)c3C)cc2)c1,15%,i,i,1%,-2%,-2%,-2%,23%,14%
COc1ccc(C(=O)c2ccc3oc(-c4ccc(OC)cc4)c(C#CCCO)c3c2)cc1,-12%,i,i,.,20%,0%,4%,-28%,8%
Cc1ccc(-n2ncc3c(=O)[nH]c(SCC(=O)N4CCC(C)CC4)nc32)cc1C,3%,-16%,i,-2%,?,1%,5%,-2%,8%
COc1ccc(C(CNC(=O)Cc2ccc(Cl)cc2)N2CCOCC2)cc1 (stereo not drawn),-4%,21%,.,.,4%,.,6%,14%,-10%

# One compound at a time, from the list above. Order of values: GLP1R inv ag	PTHR1 agonist	Akt phos inh	Mm-Cpn inhibitor	TDP43 rescue	aSyn rescue	GLP1R cytotox	FUS yeast rescue	Abeta yeast res
# CC(=O)NCCNC(=O)CCCc1nnc2n(C)c(=O)c3sccc3n12 as listed: 3%	i	.	.	19%	.	-8%	3%	-7%
# CCN(C(=O)c1cnc(NC(C)C)cc1C(F)(F)F)c1ccc(Cl)cc1Cl as listed: ?	-27%	i	-8%	-2%	10%	-5%	30%	-4%
# CCN(CC)c1nc(N2CCOCC2)c(C#N)c2c1CN(C)CC2 as listed: 14%	-17%[57.5 µM]	i	0%	2%	-3%	77%[activator]	-12%	-1%

# Next section
SMILES,GLP1R inv ag,PTHR1 agonist,Akt phos inh,Mm-Cpn inhibitor,TDP43 rescue,aSyn rescue,GLP1R cytotox,FUS yeast rescue,Abeta yeast res
O=C(CNC(=O)Cc1ccccc1)NCC(=O)OCC(=O)c1ccc(F)cc1,18%,i,i,-1%,-8%,-20%,2%,-31%,-6%
Fc1cccc(-c2c(-c3ccccc3)ncc3cc(F)ccc23)c1,?,i,i,1%,18%,-20%,0%,-17%,-16%
COC(=O)C1=NN(c2ccc(C)cc2)C2(S1)SC(C(C)=O)=C(C)N2c1ccccc1 (stereo not drawn),1%,-24%[57.5 µM],i,1%,0%,3%,5%,-11%,11%
CCOC(=O)C1=C(c2ccccc2)NC(SCC(=O)Nc2ccccc2C)=C(C#N)C1c1ccco1 (stereo not drawn),?,i,i,-24%,0%,-6%,-3%,30%,16%
O=C(N=C1SC2CS(=O)(=O)CC2N1CCc1ccccc1)C1CC1 (stereo not drawn),18%,-2%,i,2%,6%,0%,-21%,22%,-1%
CCc1ccc(S(=O)(=O)c2nnn3c2nc(NCc2ccccc2)c2cc(Cl)ccc23)cc1,12%,-5%,.,.,11%,.,6%,-6%,1%
Cc1cc(C)c(C)c(S(=O)(=O)N[C@@H](C)C(=O)OCC(=O)NC2CCCC(C)C2C)c1C (stereo partly drawn),10%,-56%[inhibitor],i,-1%,28%,13%,-6%,.,12%
O=C(O)CC/C(=C/c1cccc(NC(=O)c2ccccc2Cl)c1)c1nc2ccccc2s1,-10%,-11%,i,.,-12%,-25%,3%,39%,18%
COc1ccc(CNC(=O)Cn2cccc2C(=O)c2ccccc2)cc1,4%,-7%,i,-1%,20%,7%,-6%,-1%,-15%
Fc1ccc(-n2c(-c3cc(C4CC4)[nH]n3)n[nH]c2=S)cc1Cl,72%[activator],i,i,-16%,14%,-4%,-6%,5%,14%
CC1Cc2cc(S(=O)(=O)NCc3ccccc3Cl)ccc2N1C(=O)C1CCC1 (stereo not drawn),?,-12%,.,.,27%,.,0%,-2%,-5%
COC(=O)/C(C#N)=C/c1c(N2CCN(c3ccccc3)CC2)nc2c(C)cccn2c1=O,20%,-12%,i,-4%,?,-4%,0%,?,-13%
CNc1ccc(-c2cccc([N+](=O)[O-])c2)cn1,31%[activator],i,i,.,16%,-1%,2%,-24%,-17%
CCn1c(=O)n(-c2ccc(C)c(F)c2)c(=O)c2sc3ccccc3c21,9%,i,.,.,1%,.,10%,-23%,-11%
COc1ccc(N2CCN(Cc3nc4c(c(=O)n(C)c(=O)n4C)n3CCc3ccccc3)CC2)cc1,15%,-20%,i,-2%,19%,1%,5%,-16%,-3%
COc1ccc(C(=O)NCc2ccc3c(c2)OCO3)cc1S(=O)(=O)N(C)Cc1ccccc1,?,-26%,i,1%,0%,3%,-3%,.,11%
N#CC1=C(N)OC2=C(C(=O)CCC2)C1c1cccs1 (stereo not drawn),6%,-22%,i,1%,7%,9%,-5%,10%,-6%
CCC(OC(=O)c1ccco1)C(=O)NCc1ccc(OC)cc1 (stereo not drawn),-8%,i,i,-4%,-9%,-1%,2%,13%,-6%
CC1CCCC(NC(=O)COC(=O)c2ccc3c(c2)OCCO3)C1C (stereo not drawn),-10%,-9%,i,-2%,?,3%[1.84 µM],-15%,-4%,3%
CS(=O)(=O)N1CCc2cc(-c3csc(NC(=O)Cc4ccccc4)n3)ccc21,-2%,-22%[57.5 µM],i,-18%,-30%[inhibitor],-1%,-14%,5%,?
COc1cc(CN2CCC(C(=O)NC3CCCC3)CC2)cc(OC)c1O,-6%,-1%[57.5 µM],i,-15%,-4%,0%,-3%,-2%,-11%
Oc1cccc(N2Cc3ccccc3C2)c1,3%,i,i,-1%,21%,0%,6%,8%,3%
CS(=O)(=O)N(CC(O)CON=C1c2ccccc2-c2ccccc21)c1ccc(F)cc1 (stereo not drawn),0%,-4%[57.5 µM],i,.,-15%,-5%,9%,?,-22%
